# Assay outcomes (PubChem)
# Fibroblast inh = blocks proliferation of human lung fibroblasts; viability, % at 10 µM; 1.1% of 85,000 active; AID 719; LL 47 human lung fibroblast viability, ATP luminescence; hits give low values;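 active = viability at or below 50% in the single dose screen; inactive = viability above 50%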;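 also: compound exposure lasted 72 h before the ATP readout; 100% = median luminescence of untreated cell-only wells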
#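 Material: human LL 47 lung fibroblast cells; quantity: 1,150 cells/well; medium: IMEM plus 15% FBS; doses: 0.1% DMSO in all compound wells; timing: overnight attachment after seeding, then 72 h compound exposure at 37 °C; detection: CellTiter-Glo luminescence; measure: % viability of median cell-only signal; controls: cell-only wells, no compound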
# sEH inhibitor = inhibitors of human soluble epoxide hydrolase. P34913. recombinant human sEH enzymatic activity assay. inhibition, % at 2 µM. 0.34% of 91,000 active. AID 707; in the data active = inhibition above about 80%; also: values of inactives mirror those of a sister screen read the other way; many of its hits are not listed in these tables
# PostGolgi ctrl = inhibits growth of the yeast control strain. efflux-deficient yeast background strain, growth absorbance A615, 16 h. inhibition, % at 10 µM. 5% of 98,000 active. AID 738; in the data active = inhibition above about 30%
# S1P2 agonist = S1P2 (human) receptor agonism; O95136; S1P2-expressing cell line, agonist reporter read-out; activation, % at 4.5 µM; 0.46% of 97,000 active; in the data active = activation above about 16%;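 also: 0% = vehicle low control and 100% = maximal reference agonist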
# LYP act = LYP (human) phosphatase activation | 0.11% of 96,000 active | recombinant LYP, DiFMUP fluorescence; 0 = plate median, 100 = signal doubled | Q9Y2R2 | activation, % at 2 µM;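 active = activation at 2 µM above a set limit, the mean plus 5 SD, cut at about 37% in these data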
# Target sequence (Q9Y2R2 whole entry, looked up): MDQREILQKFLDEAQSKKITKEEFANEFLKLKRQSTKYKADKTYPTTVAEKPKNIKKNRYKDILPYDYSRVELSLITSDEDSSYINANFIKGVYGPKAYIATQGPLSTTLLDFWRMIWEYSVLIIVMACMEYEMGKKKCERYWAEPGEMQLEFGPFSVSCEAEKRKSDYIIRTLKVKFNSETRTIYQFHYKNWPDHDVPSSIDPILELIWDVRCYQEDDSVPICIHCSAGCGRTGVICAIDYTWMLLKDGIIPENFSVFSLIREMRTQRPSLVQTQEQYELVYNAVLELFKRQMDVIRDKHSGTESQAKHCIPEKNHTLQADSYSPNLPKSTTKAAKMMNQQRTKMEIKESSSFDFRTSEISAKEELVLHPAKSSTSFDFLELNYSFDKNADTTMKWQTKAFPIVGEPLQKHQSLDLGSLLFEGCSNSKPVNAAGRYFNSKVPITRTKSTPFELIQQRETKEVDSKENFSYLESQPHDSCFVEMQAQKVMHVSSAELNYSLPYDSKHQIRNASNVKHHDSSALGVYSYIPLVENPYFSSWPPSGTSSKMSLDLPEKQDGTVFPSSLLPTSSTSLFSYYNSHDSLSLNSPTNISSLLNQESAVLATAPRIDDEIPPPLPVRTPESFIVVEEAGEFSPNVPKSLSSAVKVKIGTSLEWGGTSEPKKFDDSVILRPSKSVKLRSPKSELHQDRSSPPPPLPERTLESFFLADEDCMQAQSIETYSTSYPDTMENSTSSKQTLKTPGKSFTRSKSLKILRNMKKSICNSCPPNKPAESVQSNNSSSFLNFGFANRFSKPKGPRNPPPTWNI
# HUVEC inhibit = human endothelial cell proliferation inhibition; AID 648; HUVEC proliferation, CellTiter-Glo luminescence, 72 h; hits give low values; 1.1% of 86,000 active; viability, % at 10 µM (by protocol);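 active = viability at or below 30%; inactive = viability above 30%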;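 also: 100% = median luminescence of DMSO-only cell control wells on each plate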
# S1P2 antag = blocks the human S1P2 receptor | cell-based S1P2 antagonist assay, inhibition at 5 uM | AID 736 | 0.21% of 97,000 active | inhibition, % at 5 µM; in the data active = inhibition above about 45%;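 also: CRE beta-lactamase reporter cells expressing human S1P2 stimulated with S1P; 0% = agonist at EC80 alone and 100% = agonist plus reference antagonist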
# sEH act = increases human soluble epoxide hydrolase activity; activation, % at 2 µM; purified human sEH enzymatic activity, activator screen; 0.04% of 91,000 active; in the data active = activation above about 37%; also: values of inactives mirror those of a sister screen read the other way
# H69AR inhibit = growth inhibitors of human H69AR lung tumor cells; 6% of 85,000 active; viability, % at 10 µM; AID 598; H69AR lung tumor viability, ATP luminescence, 72 h; hits give low values;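 active = viability at or below 40%; inactive = viability above 40%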;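 also: multidrug resistant small cell line overexpressing MRP-1 efflux transporter; 100% = mean luminescence of untreated control wells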
# Active calls of the source: *; . = not tested or not shown.
mol	Fibroblast inh	sEH inhibitor	PostGolgi ctrl	S1P2 agonist	LYP act	HUVEC inhibit	S1P2 antag	sEH act	H69AR inhibit
COc1ccccc1NC(=O)c1ccc(NC(=O)CSc2nnnn2C)cc1	104.1	-0.4	2.8	-4.8	-5.1	96.9	19.4	1.9	2.2*
CCOc1ccccc1N1CCN(S(=O)(=O)c2cccs2)CC1	86.7	24.4	14.9	-2.5	2.6	94.7	-19.3	-21.9	82.0
CCOC(=O)C1CN(S(=O)(=O)c2ccccc2)c2cc(S(=O)(=O)CC)ccc2O1 (configuration not stated)	.	3.5	17.4	-4.1	5.9	.	3.6	-1.5	.
COC(=O)c1cn(NC(=O)c2cc(OC)c(OC)c(OC)c2)c(=O)c2ccccc12	49.2*	1.7	2.8	-6.8	-4.9	19.8*	-9.5	1.1	18.5*
Cc1cccc(N(CC(=O)NCc2ccccc2)C(=O)Cn2nnc(-c3ccc(C)o3)n2)c1	98.6	-18.1	-0.5	-6.8	1.8	94.8	17.0	17.7	92.1
CCC1CCCCN1C(=O)N[C@@H](CCSC)C(=O)OC (some centres not stated)	114.8	8.3	0.3	-7.7	-1.9	113.2	-7.6	-8.0	95.5
COC(=O)c1c(NC(=O)CSc2ncnc3c2cnn3-c2ccccc2Cl)sc2c1CCCC2	85.8	2.8	.	-2.9	2.8	84.2	-27.4	-3.1	87.0
COc1ccc(C2(O)CCN(C(=O)NC3CCCCC3)CC2)cc1	99.7	37.4	6.2	-3.5	15.3	84.7	-5.6	-38.7	97.0
Cc1cc(N2CCN(C)CC2)nc2ccc(NC(=O)CCC(=O)NCc3ccco3)cc12	97.7	.	3.1	-5.9	-4.4	91.7	6.5	.	85.1
Cc1ccc(-c2noc(CCCC(=O)Nc3cccnc3)n2)cc1	105.9	.	4.2	.	.	96.0	.	.	107.4
COc1ccc(N2CCN(C(=O)CNC(=O)Cn3c(C)cc4ccccc4c3=O)CC2)cc1	90.2	-0.4	1.2	-3.0	-1.9	103.6	4.1	0.0	94.5
Cc1cccc(-c2nc(CS(=O)CC(=O)NCCCSC3CCCCC3)c(C)o2)c1 (configuration not stated)	96.1	20.4	15.7	-6.1	-9.2	91.2	5.2	-19.9	79.5

# Carrying on:
mol	Fibroblast inh	sEH inhibitor	PostGolgi ctrl	S1P2 agonist	LYP act	HUVEC inhibit	S1P2 antag	sEH act	H69AR inhibit
O=C(NC(=S)Nc1ccc(Oc2ccccc2)cc1)c1ccc(Cl)cc1	.	-6.6	4.1	-5.4	-1.2	.	-6.9	9.8	.
Cc1cc(C(=O)Nc2sc(C)c(C)c2C#N)c(C)o1	102.2	2.3	13.0	-1.6	2.1	99.4	-3.0	0.6	74.2
O=C(OCCN1C(=O)CCC1=O)c1ccc(S(=O)(=O)N2CCCCC2)cc1	102.8	1.3	15.9	-1.5	-11.5	92.9	6.8	-1.1	99.8
CSc1nc2nc(C(F)(F)F)cc(-c3ccccc3)n2n1	93.9	-12.7	-7.3	0.0	6.4	102.0	-23.9	10.7	78.7
O=C(O)[C@H]1CCCC[C@H]1C(=O)NCCNC(=O)[C@@H]1CCCC[C@@H]1C(=O)O	99.9	1.9	7.5	-3.8	-2.2	97.6	4.8	0.0	109.2
CNS(=O)(=O)c1cccc2cccnc12	.	9.6	-2.8	-0.5	1.5	.	-15.1	-6.3	.
CCOC(=O)C(C(=O)OCC)N(C#N)c1nc(SC)nc(N(C)C)n1	92.2	.	-4.0	-3.5	3.6	82.2	-2.5	.	57.9
O=c1cc(O)nc(SCc2ccccc2)n1-c1ccc(F)cc1	.	17.1	-0.3	-5.1	-2.3	.	-11.4	-14.3	.
O=C(Nc1ccccc1Cl)NC1(C(=O)NCCCN2CCOCC2)CCCCC1	103.5	.	-0.4	-6.3	21.3	89.4	1.2	.	87.8
Nc1nc(N2CCCCC2)nc2ccccc12	.	-0.8	12.3	-3.1	1.3	94.2	0.8	-1.6	83.5
O=C(Cn1cc(/C=N/NC(=O)c2cccc(C(F)(F)F)c2)c2ccccc21)Nc1ccc(F)cc1	.	30.3	6.9	0.1	3.9	.	9.1	-29.8	.
CCCCc1c(O)nc(SCC(=O)N2CCOCC2)[nH]c1=O	98.7	-1.5	0.8	-3.7	6.7	103.6	-7.6	1.5	93.5

# (next part)
mol	Fibroblast inh	sEH inhibitor	PostGolgi ctrl	S1P2 agonist	LYP act	HUVEC inhibit	S1P2 antag	sEH act	H69AR inhibit
COc1ccc(C(=O)Nc2cccc(C(=O)N3CCN(C)CC3)c2)cc1	95.3	0.6	0.9	-13.9	-4.1	95.6	-0.6	3.2	70.3
COc1ccc(OC)c(NC(=O)Nc2ccccc2C)c1	107.9	-1.8	13.7	-4.1	2.1	108.1	4.2	1.4	92.6
Cn1c(Cc2ccccc2)nnc1SCC(=O)c1ccc(Br)s1	93.3	9.2	19.6	-4.0	-10.6	97.5	-0.8	-9.9	93.5
CCOC(=O)C1CCN(C(=O)c2sc3nc(-c4ccc(F)cc4)cn3c2C)CC1	97.4	-11.5	8.5	-9.6	-1.3	94.2	-8.1	11.9	35.3*
Cc1[nH]c2ccccc2c1C(=O)CN1CCCCC1C (configuration not stated)	104.7	-7.5	8.0	-6.0	-7.2	80.5	10.1	5.6	95.9
CC(C)CC(=O)NC1(C(F)(F)F)C(=O)N(Cc2ccccc2)C2=C1C(=O)CC(C)(C)C2 (configuration not stated)	93.9	2.8	2.0	-4.5	3.6	99.7	7.5	-3.1	96.3
O=C(O)c1ccc(N2Cc3ccccc3C2)cc1O	.	-6.5	10.5	-0.9	-5.4	.	2.4	7.8	.
O=C(Cc1ccccc1)NCCCc1ccccc1	98.6	26.3	-2.9	-2.1	-2.8	109.6	-2.8	-25.6	99.1
O=C(O)c1ccc(S(=O)(=O)c2ccccc2)cc1	102.9	5.0	-5.1	-2.6	7.3	96.5	-3.6	-2.5	106.0
COc1ccc2cc(/C=C/C(=O)c3ccco3)c(Cl)nc2c1	84.8	-13.8	11.6	-4.3	1.7	72.8	-3.6	9.8	15.7*
COc1ccc(CCC(=O)N2CCN(C3CCCCC3)CC2)cc1	17.0*	-10.2	-0.6	-5.0	7.8	95.0	-3.9	10.2	91.0
COc1ccc(S(=O)(=O)NCCSC(C)(C)C)cc1Cl	97.0	5.0	27.0	-4.5	-11.6	110.9	-4.9	-2.5	95.5

# Among those listed so far, these have two or more sulfur atoms.
mol	Fibroblast inh	sEH inhibitor	PostGolgi ctrl	S1P2 agonist	LYP act	HUVEC inhibit	S1P2 antag	sEH act	H69AR inhibit
CCOc1ccccc1N1CCN(S(=O)(=O)c2cccs2)CC1	86.7	24.4	14.9	-2.5	2.6	94.7	-19.3	-21.9	82.0
CCOC(=O)C1CN(S(=O)(=O)c2ccccc2)c2cc(S(=O)(=O)CC)ccc2O1 (configuration not stated)	.	3.5	17.4	-4.1	5.9	.	3.6	-1.5	.
COC(=O)c1c(NC(=O)CSc2ncnc3c2cnn3-c2ccccc2Cl)sc2c1CCCC2	85.8	2.8	.	-2.9	2.8	84.2	-27.4	-3.1	87.0
Cc1cccc(-c2nc(CS(=O)CC(=O)NCCCSC3CCCCC3)c(C)o2)c1 (configuration not stated)	96.1	20.4	15.7	-6.1	-9.2	91.2	5.2	-19.9	79.5
Cn1c(Cc2ccccc2)nnc1SCC(=O)c1ccc(Br)s1	93.3	9.2	19.6	-4.0	-10.6	97.5	-0.8	-9.9	93.5
COc1ccc(S(=O)(=O)NCCSC(C)(C)C)cc1Cl	97.0	5.0	27.0	-4.5	-11.6	110.9	-4.9	-2.5	95.5

# Following part.
mol	Fibroblast inh	sEH inhibitor	PostGolgi ctrl	S1P2 agonist	LYP act	HUVEC inhibit	S1P2 antag	sEH act	H69AR inhibit
COc1cc(S(=O)(=O)N2CCN(Cc3ccccc3)CC2)ccc1Br	94.5	3.5	15.6	-0.6	2.9	95.4	-21.1	1.6	85.5
Cc1cc(C)nc(NC(=O)CSc2nc3ccccc3o2)n1	100.0	-6.1	2.5	-5.7	-15.2	99.5	4.5	4.7	87.9
COc1ccc(S(=O)(=O)n2nc(OC(=O)c3ccccc3Br)cc2N)cc1	99.3	-14.8	7.0	-6.6	2.0	89.1	26.6	13.6	106.9
N#Cc1cn(-c2ccccc2)nc1-c1ccco1	93.6	-12.6	10.5	-3.2	-3.3	92.3	-11.6	12.2	65.2
COc1ccccc1Nc1nnc(SCC(=O)c2cc(C)n(CC3CCCO3)c2C)s1 (configuration not stated)	99.8	5.5	23.3	-4.3	8.0	102.5	9.0	-2.1	37.8*
O=C(c1ccc(Cl)cc1)c1ccc(OCC(=O)N2CCOCC2)cc1	102.8	13.4	14.0	-8.3	-0.2	110.2	-1.1	-12.4	93.0
CC(=O)OC(C(=O)NC1CCCCC1)c1ccncc1 (configuration not stated)	90.8	-7.7	3.0	-4.6	0.0	97.8	15.2	5.6	88.1
COc1ccc(CNC(=O)c2cc(C3CC3)on2)cc1	96.3	10.5	32.6*	.	0.1	110.1	.	-6.6	103.0
O=C1C2CCCN2c2ccc(S(=O)(=O)N3CCOCC3)cc2N1Cc1cccc(C(F)(F)F)c1 (configuration not stated)	.	8.8	9.2	-2.6	-2.4	.	-5.8	-9.1	.
COC(=O)CN1C(=O)Nc2ccc(Br)cc2C1c1ccccc1 (configuration not stated)	97.1	24.5	.	-3.0	25.6	112.6	-3.8	-24.3	87.1
O=C1C2C3C=CC(C3)C2C(=O)N1c1n[nH]c(-c2ccccc2)n1 (configuration not stated)	101.9	2.1	0.4	-2.2	13.7	96.9	-1.1	-3.4	93.9
COC(=O)c1cc(OC)c(OC)cc1NC(=S)N1CCC(C(N)=O)CC1	90.3	-1.1	-0.9	-3.5	9.3	88.5	-10.6	-1.5	84.7

# Going on with the list.
mol	Fibroblast inh	sEH inhibitor	PostGolgi ctrl	S1P2 agonist	LYP act	HUVEC inhibit	S1P2 antag	sEH act	H69AR inhibit
N#Cc1nc(-c2cccs2)oc1NCc1ccccc1	90.3	-18.7	12.8	-2.4	0.1	97.8	10.5	17.0	84.6
Cc1cc(OC(=O)c2ccccc2)n(CCC#N)n1	109.9	-1.3	8.9	-16.2	2.3	102.5	-9.2	3.0	99.3
CS(=O)(=O)N1CCN(C2Cc3ccccc3C2)CC1	97.8	-8.4	14.7	-2.6	7.1	94.2	-2.3	6.3	93.4
CC(C)COC(=O)C(C#N)c1nc2ccccc2nc1N1CCN(Cc2ccc3c(c2)OCO3)CC1 (configuration not stated)	98.7	23.8	15.6	-5.1	-12.1	82.5	5.0	-22.5	83.8
COc1cccc(Oc2cnc(N)nc2-c2ccc(OC)cc2O)c1	58.6	-2.3	5.8	-2.0	-10.2	77.6	-31.9	3.9	16.6*
CC(C)C(CCNC(=O)CC(Cc1ccccc1)c1ccco1)c1ccco1 (configuration not stated)	94.2	46.0	0.3	-4.3	-21.2	110.7	4.2	-46.2	85.7
CC(C)CCOc1ccc(C(CC(N)=O)C(=O)O)cc1 (configuration not stated)	103.7	4.9	9.0	-2.1	-2.6	95.5	4.1	-3.0	90.9
COc1ccc(C)cc1-n1nnnc1SCc1cc(=O)n2cc(C)ccc2n1	89.7	.	21.6	.	.	92.2	.	.	85.5
CCOc1ccc(-c2cn[nH]c2N)cc1	99.8	4.0	-0.5	-4.3	2.4	104.9	-16.9	-2.6	91.2
CCOc1cc(C)c(C(C)C)cc1S(=O)(=O)N1CC(C)OC(C)C1 (configuration not stated)	89.4	6.3	18.0	1.4	-7.1	107.1	-8.4	-3.7	87.0
Cc1cc(N(C)C)nc(SC(C)C)n1	99.4	-0.9	18.1	-1.5	-10.1	91.5	13.9	0.1	.
CCOC(=O)c1c(NC(C)=O)sc2c(OC)cccc12	97.1	-6.0	-2.1	-3.1	-8.9	95.6	5.1	8.0	83.7
CCc1nc(SCC(=O)c2cccs2)c2oc3ccccc3c2n1	99.8	.	29.7	8.0	-14.7	104.4	-17.1	.	87.0
COc1ccc(N2CCN(C(c3cc(OC)ccc3OC)c3nnnn3CC3CCCO3)CC2)cc1 (configuration not stated)	97.4	0.6	.	-1.1	8.6	93.0	-52.1	-1.3	92.5

# Some of the compounds tested (hit frequency here may not be typical).
